NOD1 inhibition: inhibition of NOD1-driven NF-kB reporter – cell-based, luminescence, uHTS, primary screen (AID 1578); NOD1-driven NF-kB luciferase reporter cells, luminescence; higher % means a stronger effect; inhibition, % at 4 µM; hits with a dose series show EC50 in µM; actives 1% (n = 290,000); in the data active = inhibition mostly above about 36%, no sharp cut-off; inactive = mostly below about 34%;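 note: HEK-293T reporter cells stimulated with the NOD1 agonist gamma-tri-DAP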
Rac1 GTP hydrolysis: MgcRacGAP GTPase-activating activity inhibitors, confirmation, biochemical, ADP Hunter fluorescence; MgcRacGAP-stimulated Rac1 GTP hydrolysis, ADP Hunter fluorescence; higher % means a stronger effect; GST-tagged Rac1 F28L mutant substrate; inhibition, % at 30 µM; hits with a dose series show IC50 in µM; actives 0.6% (n = 340,000); AID 624330;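 active = first-screen hits whose inhibition reached a set limit at any dose in the follow-up dose series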;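 note: fluorescence reports GDP produced by GAP-driven GTP hydrolysis; strong numbers were not always called active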
SV40 large T antigen: TAg ATPase/helicase activity blockers – biochemical (AID 1903); inhibition, % at 20 µM, or IC50 in µM where a hit was titrated; actives 0.39% (n = 310,000); SV40 large T antigen ATPase/helicase inhibition assay; higher % means a stronger effect; in the data active = a potency from the dose series; note: strong numbers were not always called active
GPR55 beta-arrestin: selective activators of receptor GPR55 – imaging, U2OS cells, beta-arrestin-GFP redistribution, primary screen (AID 1961); U2OS GPR55 beta-arrestin-GFP redistribution imaging; higher % means a stronger effect; activation, % at 10 µM; hits with a dose series show EC50 in µM; actives 0.048% (n = 290,000);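 active = activation above 40% with more than 50 cells counted in the well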;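 note: U2OS osteosarcoma cells stably expressing GPR55 and beta-arrestin-GFP; plate controls were DMSO negative control for no effect and LPI positive control for full effect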
KOR beta-arrestin-1: KOR agonists, beta-arrestin recruitment, primary screen, cell-based, luminescence, uHTS (AID 1777). actives 0.02% (n = 280,000). activation, % at 10 µM, or EC50 in µM where a hit was titrated. KOR beta-arrestin recruitment, luminescence; higher % means a stronger effect; in the data active = activation above about 50%, passing the limit was not always enough; note: a part of the inactive calls stands beside numbers as strong as those of hits
NOD2 inhibition: inhibition of NOD2-driven NF-kB reporter – cell-based, luminescence, uHTS, HEK293 (AID 1566). actives 0.63% (n = 290,000). HEK293 NOD2/NF-kB luciferase reporter, luminescence; higher % means a stronger effect. one-dose inhibition, % at 4 µM; EC50 in µM for titrated hits; note: many of its hits are not listed in these tables
KOR beta-arrestin-2: KOR antagonists, beta-arrestin recruitment, cell-based, luminescence, uHTS (AID 1778). KOR beta-arrestin recruitment, luminescence, antagonist mode; higher % means a stronger effect. inhibition, % at 10 µM; hits with a dose series show IC50 in µM. actives 0.091% (n = 290,000); note: strong numbers were not always called active
GPR55 LPI antagonism: inhibition of LPI-stimulated GPR55 beta-arrestin translocation – imaging, U2OS, beta-arrestin-GFP, LPI agonist, primary screen (AID 2013); U2OS GPR55 beta-arrestin-GFP translocation imaging, LPI antagonism; higher % means a stronger effect; one-dose inhibition, % at 10 µM; IC50 in µM for titrated hits; actives 0.13% (n = 290,000);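 active = spots per cell inhibited over 60%, with over 100 cells counted and total cytoplasm intensity under 500,000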;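 note: U2OS cells stably carrying GPR55 and arrestin-GFP stimulated by 5 µM LPI near EC80; imaged beta-arrestin-GFP aggregate spots per cell after agonist stimulation; plate controls were LPI-stimulated DMSO wells for no effect and DMSO wells without LPI for full effect; some results filed as inactive read as strong as hits; confirmed hits need IC50 under 10 µM and bright autofluorescent wells are also inconclusive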
HIV peptide binding: cell-free HIV fusion peptide-binding blockers – biochemical, uHTS, fluorescence dequenching, primary screen (AID 1986). actives 0.3% (n = 290,000). cell-free peptide binding, fluorescence dequenching, 30 min; higher % means a stronger effect. inhibition, % at 20 µM, or IC50 in µM where a hit was titrated; in the data active = inhibition mostly above about 52%, no sharp cut-off; inactive = mostly below about 76%; note: some results filed as inactive read as strong as hits
* marks the source's active call; other numbers are inactive results; . = not tested or not shown; [ ] = remark or other dose. Cut-off read from the data, not from the text of the source, unless noted: active = inhibition above about 50%; inactive = the rest. This is a subset. The share of hits here may be higher or lower than overall.

No.	NOD2 inhibition	HIV peptide binding	KOR beta-arrestin-2	NOD1 inhibition	SV40 large T antigen	KOR beta-arrestin-1	GPR55 LPI antagonism	GPR55 beta-arrestin	Rac1 GTP hydrolysis	SMILES
1	6%	1.3%	6%	-4%	3%	-6.6%	-6%	0.2%	4%	Cc1cc2nc(N=C(N)N)nc(C)c2cc1C
2	15%	1.8%	5%	0%	11%	0.5%	-14%	0.0%	10%	Cc1ccc(N=C2NC(=O)CS2)cc1
3	1%	0.9%	-14%	15%	9%	-2.6%	-2%	-0.2%	6%	COc1ccc(C2C3=C(N=C4SCC(=O)N42)c2ccccc2CC3)cc1OC (stereo not drawn)
4	-4%	1.7%	4%	-15%	7%	-5.1%	21%	-0.1%	4%	COC(=O)Nc1ccc2c(c1)ncn2C1CCCCC1
5	8%	2.0%	-47%	-11%	10%	3.4%	3%	-0.1%	-6%	COc1ccc(C(=O)N/C(=C\c2cn(C)c3ccccc23)C(=O)NCCN2CCOCC2)cc1OC
6	6%	-0.8%	-11%	8%	2%	-4.1%	6%	0.2%	2%	CC1CCN(S(=O)(=O)c2cccc(C(=O)NC3CCCCC3)c2)CC1
7	16%	-0.1%	1%	6%	11%	-1.1%	-20%	-0.2%	11%	COC(=O)N/N=C\c1ccc(OC/C=C/c2ccccc2)c(OC)c1
8	-16%	1.0%	-38%	-24%	8%	6.1%	5%	-0.1%	6%	CCN(CC(=O)NC1CCS(=O)(=O)C1)S(=O)(=O)c1ccccc1Cl (stereo not drawn)
9	-117%	-1.1%	13%	-39%	13%	1.6%	-2%	-0.2%	14%	Cc1nc2cc(NC(=O)N3c4ccccc4CC3C)ccc2n1C (stereo not drawn)
10	5%	-2.7%	26%	-4%	11%	-1.0%	5%	-0.1%	9%	O=C1C2C3C=CC(C2C(=O)N1c1ccc(O)cc1)C1C2C(=O)N(c4ccc(O)cc4)C(=O)C2C31 (stereo not drawn)
11	-117%	-0.9%	-186%	-12%	6%	-2.8%	-6%	-0.2%	.	Cc1ccc(/C=N/NC(=O)c2n[nH]c3c2CCCC3)cc1
12	-1%	-0.9%	-38%	9%	-3%	.	2%	-0.2%	31%	O=S(=O)(c1ccc(Cl)s1)N1CCN(C/C=C/c2ccccc2)CC1
13	15%	1.2%	-29%	-5%	3%	-1.6%	-3%	-0.3%	1%	OCCC1CN(Cc2cnc(-c3ccccc3)s2)CCN1Cc1ccccc1 (stereo not drawn)
14	14%	0.2%	-33%	-6%	-1%	0.8%	-12%	0.3%	2%	CCOc1cc(C=O)cc(Cl)c1OCC(N)=O
15	13%	-1.2%	3%	-20%	12%	-0.1%	-1%	-0.3%	4%	CCN(C(=O)COC(=O)c1[nH]c(=O)[nH]c(=O)c1N)c1ccccc1
16	16%	-2.2%	7%	-20%	2%	-3.9%	-8%	0.5%	7%	COc1cc(OC)c(/C=N/NC(=O)c2ccc(NC(C)=O)cc2)cc1Br
17	-30%	0.6%	-54%[20 µM]	-15%	1%	2.0%	1%	-0.1%	6%	O=C(Nc1nnc(-c2cccc(F)c2)s1)Nc1ccccc1F
18	15%	-0.9%	3%	-9%	8%	-4.3%	-2%	-0.6%	-4%	Cc1cccc(N2CCN(C(=O)C3CCN(S(=O)(=O)c4c(C)noc4C)CC3)CC2C)c1 (stereo not drawn)
19	2%	-0.9%	-20%[20 µM]	5%	4%	0.3%	2%	0.5%	8%	C=CCC(=O)N1CCCC(CO)(Cc2ccc(F)cc2F)C1 (stereo not drawn)
20	10%	1.2%	-8%	1%	5%	3.1%	-5%	-0.1%	2%	CC(=O)c1cccc(S(=O)(=O)N2CCC(C(=O)O)(c3ccccc3)CC2)c1
21	-8%	0.1%	2%	-13%	9%	-2.0%	6%	0.0%	8%	COc1ccc(Cl)cc1C(=O)NCC#N
22	1%	2.3%	-5%[20 µM]	-14%	6%	.	2%	0.2%	2%	O=C(CC1C(=O)NCCN1Cc1ccc(-c2ccccc2)cc1)NCC1CC1 (stereo not drawn)
23	6%	0.8%	-11%	-32%	9%	1.5%	8%	-0.2%	2%	CCn1c(CNC(=O)c2ccc(Cl)cc2)nnc1SCC(=O)N1CCOCC1
24	6%	1.0%	-5%	1%	12%	1.1%	-1%	0.7%	6%	CCOc1ccccc1-n1c(SCC(N)=O)nc2ccccc2c1=O
25	-6%	-0.4%	-8%	9%	11%	-4.5%	-10%	-0.3%	2%	Cc1c(NC(=O)c2cc(-c3ccc(F)cc3)on2)c(=O)n(-c2ccccc2)n1C
26	-82%	-1.9%	-17%	-26%	5%	-2.2%	-14%	-0.1%	12%	CCN(CC)S(=O)(=O)c1cc(C(=O)Oc2cccc(-c3cnc4ccccc4n3)c2)ccc1Br
27	16%	1.6%	-5%	-14%	0%	-5.6%	3%	-0.1%	9%	Cc1ccc(CNS(=O)(=O)NCc2ccccc2)cc1
28	10%	1.7%	13%	3%	3%	-2.9%	4%	-0.1%	10%	CC1CCN(C(=O)c2ccc(S(=O)(=O)N(C)C)cc2)C(C)C1 (stereo not drawn)
29	9%	-2.0%	47%	-26%	1%	-1.3%	-3%	0.1%	3%	Cn1nnc2cc(NC(=O)N3CCN(c4ccccn4)CC3)ccc21
30	-58%	-1.3%	-37%[20 µM]	16%	3%	-1.0%	16%	-0.1%	9%	Cc1ccccc1NC(=O)c1cnn(-c2ccccc2)c1C
31	17%	0.6%	-51%	14%	7%	-0.3%	15%	0.0%	6%	COc1cccc(C(C(=O)NC(C)(C)C)N(CCc2ccccc2)C(=O)CCC(=O)Nc2cc(C)on2)c1OC (stereo not drawn)
32	4%	2.2%	0%[20 µM]	3%	1%	-7.5%	8%	-0.2%	-2%	COc1ccc(CNC(=O)COc2cc(O)c3c(c2)OC(C)(C)CC3=O)cc1
33	13%	21%	1%	-24%	22%	-3.6%	-10%	-0.5%	100µM*	CCS(=O)(=O)c1ccc2oc(=O)c(/C=C(\O)c3ccc(Cl)cc3)nc2c1
34	7%	-1.4%	14%	50%*	15%	3.5%	6%	0.0%	.	Nc1nc(CCl)nc(N(c2ccccc2)c2ccccc2)n1
35	-8%	0.9%	-44%[20 µM]	-12%	5%	-2.0%	6%	-0.1%	-1%	COc1cccc(C(=O)NCc2ccco2)c1
36	7%	8.2%	8%	0%	18%	-6.5%	5%	0.2%	11%	CC(/C=C/C1(O)C(C)CC(=O)CC1(C)C)OC1OC(CO)C(O)C(O)C1O (stereo not drawn)
37	-7%	-2.0%	-8%	4%	19%	-3.7%	-9%	0.2%	4%	COc1ccccc1NC(=O)CCn1cccc1
38	11%	2.5%	-36%	-23%	10%	-3.9%	15%	0.5%	8%	COc1ccc(S(=O)(=O)N2CC(O)CC2C(=O)OCC(=O)Nc2ccc(Cl)cn2)cc1 (stereo not drawn)
39	3%	-0.8%	44%	6%	10%	4.5%	-7%	0.8%	10%	COc1ccc(-c2noc(CN(Cc3nccn3C)C(C)C)n2)cc1
40	-21%	11%	12%	-9%	7%	6.8%	5%	0.3%	17%	COc1cccc2c(=S)c(CCC(C)=O)c(C)[nH]c12
41	11%	0.9%	5%	-11%	3%	-8.3%	-6%	-0.1%	1%	COc1ccc(Cl)cc1N1Cc2ccccc2C1
42	5%	-2.8%	-13%[20 µM]	-22%	-2%	-2.9%	13%	0.5%	9%	Cc1ccc(NCC(=O)N/N=C\c2cccc(O)c2)cc1
43	17%	-0.1%	-19%[20 µM]	22%	-1%	-4.6%	1%	0.0%	5%	COc1cccc(N(CC(=O)N2CCOCC2)S(C)(=O)=O)c1
44	6%	-0.4%	-6%	-48%	4%	-1.7%	5%	0.4%	.	COC(=O)c1cc(C(=O)Cc2ccccc2)c[nH]1
45	-31%	0.4%	18%	-27%	17%	-1.5%	22%	0.1%	12%	C/C(=N\NC(=S)NC(C)C)c1ccc2c(c1)OCCO2
46	-3%	0.6%	-13%	-17%	4%	7.2%	1%	-0.1%	4%	CC1CC(C)CN(C(=O)CN2CCN(Cc3ccc(Cl)cc3)C2=O)C1 (stereo not drawn)
47	8%	0.9%	3%	-25%	11%	-1.5%	2%	-0.1%	.	COC(=O)C1C(=O)c2c([nH]c(C(=O)OCCOC(C)C)c2C)CC1C (stereo not drawn)
48	-2%	-0.6%	-24%	-11%	-8%	5.8%	-1%	-0.1%	8%	C/C(=N\NC(=O)c1nnn(-c2nonc2N)c1-c1ccc2c(c1)OCO2)c1ccccc1
49	21%	4.7%	19%	4%	5%	5.4%	-3%	0.2%	6%	CCN(CC)c1nc(C)c2c(c1C#N)CC(C)(C)OC2
50	48%	3.6%	-23%	-8%	13%	88%	18%	0.1%	6%	COc1cc(O)c2c(c1)OC(c1ccc(O)cc1)CC2=O (stereo not drawn)
51	20%	-1.0%	-23%	-4%	1%	-5.4%	5%	-0.2%	2%	COc1ccc(OCC(O)CNC(C)c2ccccc2)cc1 (stereo not drawn)

Reformatted: entries from further up
#43 COc1cccc(N(CC(=O)N2CCOCC2)S(C)(=O)=O)c1
#44 COC(=O)c1cc(C(=O)Cc2ccccc2)c[nH]1
#45 C/C(=N\NC(=S)NC(C)C)c1ccc2c(c1)OCCO2
#46 CC1CC(C)CN(C(=O)CN2CCN(Cc3ccc(Cl)cc3)C2=O)C1 (stereo not drawn)
#47 COC(=O)C1C(=O)c2c([nH]c(C(=O)OCCOC(C)C)c2C)CC1C (stereo not drawn)
#48 C/C(=N\NC(=O)c1nnn(-c2nonc2N)c1-c1ccc2c(c1)OCO2)c1ccccc1
#49 CCN(CC)c1nc(C)c2c(c1C#N)CC(C)(C)OC2
#50 COc1cc(O)c2c(c1)OC(c1ccc(O)cc1)CC2=O (stereo not drawn)
#51 COc1ccc(OCC(O)CNC(C)c2ccccc2)cc1 (stereo not drawn)

| screen / no. | 43 | 44 | 45 | 46 | 47 | 48 | 49 | 50 | 51 |
| --- | --- | --- | --- | --- | --- | --- | --- | --- | --- |
| NOD2 inhibition | 17% | 6% | -31% | -3% | 8% | -2% | 21% | 48% | 20% |
| HIV peptide binding | -0.1% | -0.4% | 0.4% | 0.6% | 0.9% | -0.6% | 4.7% | 3.6% | -1.0% |
| KOR beta-arrestin-2 | -19%[20 µM] | -6% | 18% | -13% | 3% | -24% | 19% | -23% | -23% |
| NOD1 inhibition | 22% | -48% | -27% | -17% | -25% | -11% | 4% | -8% | -4% |
| SV40 large T antigen | -1% | 4% | 17% | 4% | 11% | -8% | 5% | 13% | 1% |
| KOR beta-arrestin-1 | -4.6% | -1.7% | -1.5% | 7.2% | -1.5% | 5.8% | 5.4% | 88% | -5.4% |
| GPR55 LPI antagonism | 1% | 5% | 22% | 1% | 2% | -1% | -3% | 18% | 5% |
| GPR55 beta-arrestin | 0.0% | 0.4% | 0.1% | -0.1% | -0.1% | -0.1% | 0.2% | 0.1% | -0.2% |
| Rac1 GTP hydrolysis | 5% | . | 12% | 4% | . | 8% | 6% | 6% | 2% |

Assay outcomes as filed in PubChem.
